Casp6 inh: inhibitors of human caspase-6 | P55212 | purified caspase-6, Z-VEID-R110 cleavage fluorescence | inhibition, % at 12.5 µM | 0.53% of 350,000 active | AID 686996;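 active = mean inhibition across replicates at least about 35%, with every replicate also reaching that limit, limit read from the data; inconclusive = only one of the two criteria met; inactive = neither criterion met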;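 also: 0% = median of neutral control wells and 100% = no fluorescence left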
Target sequence (P55212 24-179 limits assumed): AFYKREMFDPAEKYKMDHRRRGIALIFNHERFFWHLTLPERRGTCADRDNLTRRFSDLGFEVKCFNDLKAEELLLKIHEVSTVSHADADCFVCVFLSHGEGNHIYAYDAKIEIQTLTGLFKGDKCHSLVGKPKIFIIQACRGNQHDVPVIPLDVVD
Target sequence (P55212 194-293 limits assumed): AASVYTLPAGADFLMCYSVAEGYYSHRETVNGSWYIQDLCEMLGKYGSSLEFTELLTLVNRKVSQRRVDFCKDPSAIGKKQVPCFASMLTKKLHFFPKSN
esBAF inh: blocks esBAF chromatin remodeling in mouse ES cells; Bmi1-luciferase knock-in reporter, 24 h; 100% = twice the neutral-well signal; reporter increase, % at 12.5 µM; 2% of 350,000 active; AID 602393; in the data active = activation above about 40%; inconclusive = no clear call, values can overlap the other calls;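 also: 0% = median of the plate's neutral control wells and 100% = double that signal; a rise in the Bmi1 reporter signal indicates esBAF inhibition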
ARNT TACC3 PPI: ARNT/TACC3 interaction disruption; Q9Y6A5; AlphaScreen His-ARNT PAS-B/GST-TACC3 binding, luminescence; TACC3 fragment carries E629A point mutation; inhibition, % at 9.99 µM; 0.66% of 390,000 active; AID 623870;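 active = mean inhibition of replicates at least 50% and at least half of replicates each reaching 50%; inconclusive = half or more replicates reach 50% but mean below 50%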;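 also: 0% = complete ARNT plus TACC3 wells and 100% = ARNT alone without TACC3; many hits fall short of the cut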
E-selectin induc: induces E-selectin expression in human endothelial cells. P16581. HUVEC E-selectin immunofluorescence imaging; normalized: neutral wells 0, TNF-alpha wells 100. activation, % at 7.58 µM. 0.37% of 260,000 active;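 active = mean E-selectin-positive cell signal at least 10% of the positive control, reached in at least 60% of replicates, without over 20% cell loss; inconclusive = no rule given, readout overlaps actives, possibly toxicity-flagged; inactive = the rest, including those meeting only one limit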;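 also: in these data hits start at about 27%; measured in HUVEC primary endothelial cells; signal is the percent of cells scored E-selectin positive by PE staining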
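Read-out: % PE-positive cells | Test system: HUVEC | Doses: One compound dose added by pin transfer | Buffer or medium: EGM-2 over gelatin coat | Signal: Immunofluorescence imaging | Benchmarks: TNF-alpha, DMSO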
RAD54 branch: inhibitors of human RAD54 branch migration; Q92698; RAD54 Holliday junction branch migration, FAM/BHQ fluorescence; inhibition, % at 10.4 µM; 0.14% of 360,000 active;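 active = mean normalized replicate activity at least 40 and at least half of replicates scoring 40 or more; inconclusive = only one of the two criteria met; inactive = mean below 40 and under half of replicates reaching 40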;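 also: 0% = median of neutral control wells and 100% = median of positive control wells; inhibitors cause a drop in the FAM fluorescence signal; in these data hits start at about 50%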
PglD DTNB: blocks C. jejuni PglD acetyltransferase activity. purified PglD enzyme, DTNB colorimetric CoA detection. inhibition, % at 12.5 µM. 0.098% of 360,000 active. AID 602405; in the data active = inhibition above about 16%, passing the limit was not always enough; inconclusive = no clear call, values can overlap the other calls; also: strong numbers were not always called active
RAD52 anneal inh: inhibitors of human RAD52 DNA annealing | inhibition, % at 18.7 µM | P43351 | 0.46% of 360,000 active | AID 651710 | recombinant RAD52 DNA annealing, FRET fluorescence;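 active = every replicate showing at least 50% inhibition; inconclusive = mean inhibition at least 50% but not in every replicate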
Target sequence (P43351 whole entry, looked up): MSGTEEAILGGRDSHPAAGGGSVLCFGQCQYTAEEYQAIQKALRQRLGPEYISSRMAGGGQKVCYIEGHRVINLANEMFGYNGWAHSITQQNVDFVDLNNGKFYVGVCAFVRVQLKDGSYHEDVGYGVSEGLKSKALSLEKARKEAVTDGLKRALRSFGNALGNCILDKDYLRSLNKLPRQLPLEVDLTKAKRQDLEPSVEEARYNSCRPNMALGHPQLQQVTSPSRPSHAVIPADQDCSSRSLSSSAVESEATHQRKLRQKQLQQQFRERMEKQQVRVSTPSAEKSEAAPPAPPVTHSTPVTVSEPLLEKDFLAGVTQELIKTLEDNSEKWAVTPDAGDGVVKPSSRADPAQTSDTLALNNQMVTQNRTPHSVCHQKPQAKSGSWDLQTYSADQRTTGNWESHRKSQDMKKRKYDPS
ERp5 block: ERp5 (human) disulfide isomerase inhibition; ERp5 insulin aggregation, absorbance 650 nm, 90 min; inhibition, % at 9.99 µM; 0.05% of 350,000 active;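 active = mean replicate inhibition above about 25%, with every replicate also reaching it, limit read from the data, passing the limit was not always enough; inconclusive = only one of those two criteria met; inactive = neither criterion met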
* marks the source's active call; other numbers are inactive results; u = inconclusive; x = not tested or not shown; & = joins results of further samples. Not a hit list. Share with any hit: about 3.2%.

SMILES	Casp6 inh	RAD54 branch	ARNT TACC3 PPI	ERp5 block	esBAF inh	PglD DTNB	E-selectin induc	RAD52 anneal inh
COc1ccc(C(=O)OCC(=O)c2ccc3c(c2)NC(=O)CO3)cc1OC	0	3	-1	6	-3	-6	5.4	0
CN(C)c1ccc(/C=C/c2ccc3c4ccccc4ccc3[n+]2-c2ccccc2)cc1	38*	74*	38	13	-68	1	217*	45
Cc1ccc(S(=O)(=O)N2CCC(C(=O)NCc3ccncc3)CC2)cc1	x	2	3	x	-10	-4	x	x
Cc1cccc(NC(c2ccc(C)s2)c2ccc3ccc(C)nc3c2O)n1 (centres undefined)	0	2	1	0	x	-3	-0.1	-20
COc1ccccc1CNC(=O)CCCc1nnc2n(C)c(=O)c3sccc3n12	-1	-14	0	-2	-5	1	x	0
CCCCCCN1C[C@@H](O)[C@H](n2cc(C3CC3)nn2)C[C@@H]1c1ccccc1	1	-5	x	7	0	1	13	-57
COc1ccc(CN(C)C[C@@H]2OCc3cn(nn3)CCCC(=O)N([C@@H](C)CO)C[C@H]2C)cc1	-2	9	-1	7	6	0	-0.2	-5
COc1ccc(C(=O)Nc2ccc(NC(=O)c3cccc(OC)c3)cn2)cc1	6	5	6	-6	-4	5	18	-8
CCOC(=O)c1cnc(-c2ccccc2O)nc1Cl	-1	x	-2	-2	x	x	x	-5
COc1ccc2c(c1)CCC(=O)[C@H](O)C[C@H](c1ccccc1)OC2=O	13	x	x	-6	x	x	1.5	-3
CN1[C@@H]2CN(C(=O)Nc3cc(F)ccc3F)c3ccccc3[C@@H]2[C@@H]1CO	-2	-12	-8	0	-3	-1	0.0	0
COC(=O)c1cccc(C(=O)N2CCCC(CNC(=O)c3ccccc3Cl)C2)c1 (centres undefined)	-2	-6	26	-5	2	-1	0.3	-14
COCCCNC(=S)NNC(=O)c1csc2ccccc12	-3	3	-7	4	-2	-3	-0.6	-8
O=C(CCn1nc(-c2ccc(Cl)cc2)ccc1=O)N1CCN(c2ccc(F)cc2)CC1	1	1	-17	7	5	-3	x	-5
COc1ccccc1NC(=O)N[C@@H]1CC[C@H](CCNS(=O)(=O)c2ccc(F)cc2)O[C@H]1CO	1	3	-6	4	-2	3	-0.2	-2
CCCCn1c(SCn2nnc3ccccc3c2=O)nc2cc(S(N)(=O)=O)ccc21	5	-14	2	5	-11	0	x	-34
C[C@@H]1CCCCO[C@H](CN(C)C(=O)Nc2cccc3ccccc23)[C@@H](C)CN([C@H](C)CO)C(=O)c2cc(NC(=O)CCCCCC(=O)Nc3ccccc3N)ccc2O1	1	-11	-3	4	0	3	-0.2	-6
O=C(NCCc1csc(-c2ccc(Cl)cc2)n1)c1ccco1	2	-4	4	1	0	-2	x	-3
COc1ccccc1/C=C/CN1CCSCC1	-4	2	-1	2	-4	-9	0.0	-1
COc1ccccc1CNC(=O)c1ccc2c(=O)n(CCCN3CCCC3=O)c(=S)[nH]c2c1	2	x	0	-9	-1	x	0.7	-2
O=C(O)c1n[nH]nc1-c1ccccc1	-3	x	10	0	x	x	x	-4
Cc1ccc(C)c(NC(=O)Cn2nnc(C(=O)NCc3cccs3)c2N)c1	x	-1	2	x	-8	1	x	x
CCOC(=O)C1CCCN(C(=S)Nc2cccc(Cl)c2C)C1 (centres undefined)	7	-13	-5	3	x	4	-0.2	-5
C[C@H]1CCCCO[C@@H](CN(C)S(=O)(=O)c2cccs2)[C@@H](C)CN([C@@H](C)CO)C(=O)c2cc(NC(=O)Nc3ccc4c(c3)OCO4)ccc2O1	-4	1	-4	1	-3	3	0.2	-20
CNS(=O)(=O)c1ccc(NC(=O)Nc2cccc(F)c2)cc1	0	x	-1	2	x	x	x	-3
Cc1nnsc1C(=O)N1CCN(c2ccc(C#N)cn2)CC1	0	8	6	-4	x	2	0.2	0
O=S(=O)(N[C@@H]1CC[C@H](CCn2cc(-c3ccc(F)cc3)nn2)O[C@H]1CO)c1ccccc1F	2	5	10	0	12	5	0.0	0
Cc1onc(-c2ccccc2Cl)c1C(=O)N1CCN(C(=O)c2ccco2)CC1	x	-1	-6	x	-4	3	x	x
CNC[C@H]1OCCCC[C@@H](C)Oc2ccc(NC(=O)NC(C)C)cc2C(=O)N([C@@H](C)CO)C[C@@H]1C	-1	5	-12	0	x	5	1.2	-226
NC(=O)Nc1ccc(C(=O)OCC(=O)Nc2cccc(S(=O)(=O)NC3=NCCC3)c2)cc1	-2	-1	0	-5	-10	-4	x	-17
CCOC(=O)N/N=C(/C)c1ccc(N2C(=O)C3CCCCC3C2=O)cc1 (centres undefined)	0	x	-9	9	x	x	3.9	-1
O=C(NCc1ccc(Cl)cc1)Nc1ccc(F)cc1	0	7	-5	5	21	-9	x	-11
C/C(=N\Nc1ccc(C(=O)O)cc1)c1ccc(S(=O)(=O)NCc2ccco2)cc1	6	x	-29	1	x	x	2.8	-3
COc1ccc(CN(C(=O)CNC(=O)c2ccco2)C(C(=O)NCC2CCCO2)c2ccccc2)cc1 (centres undefined)	3	11	-1	5	0	3	0.0	-10
O=C(CSc1nc2cc([N+](=O)[O-])ccc2n1-c1ccccc1)NCc1ccc2c(c1)OCO2	3	x	-2	2	x	x	-2.1	-16
O=C(NC1CCCCC1)c1cc(-c2ccccn2)nc2ccccc12	1	x	0	-19	x	x	x	-13
CCOCCCNC(=O)C(NC(=O)c1ccccc1O)c1ccccc1 (centres undefined)	-1	x	2	5	x	x	x	-6
O=C(CSc1nnc(COc2ccccc2)o1)N1CCCC1	1	-4	-5	1	-4	-2	0.1	-6
C[C@@H]1CN([C@@H](C)CO)C(=O)Cc2cc(NS(C)(=O)=O)ccc2O[C@H]1CN(C)Cc1ccc(C(=O)Nc2ccccc2N)cc1	2	1	-5	-4	6	-1	5.2	10
CC1CN(CC(O)COc2ccc(C#N)cc2)CCN1CC(O)COc1ccc(C#N)cc1 (centres undefined)	-1	5	-5	10	-5	-2	x	-10
O=C(Nc1nnc([C@H]2C[C@H](O)[C@@H](CO)O2)s1)Nc1ccccc1F	2	4	x	-3	38	1	-0.2	-87
CC(C)NC(=O)Nc1ccc2c(c1)C(=O)N([C@@H](C)CO)C[C@H](C)[C@@H](CN(C)Cc1ccc(Cl)c(Cl)c1)O2	1	-3	-3	2	-1	-2	-0.5	9
O=C(NCCN1CCOCC1)c1cc(-c2ccc(Cl)cc2Cl)on1	0	-12	x	4	20	-6	1.8	-4
C/C(Cc1ccccc1)=N\NC(=O)CNC(=O)/C=C\c1ccccc1	-3	0	x	3	x	-7	x	1
COc1ccc(-c2ccc(SCC(=O)NC3CCCCC3)nn2)cc1	-4	3	x	8	16	1	-0.1	-12
CC1CC(=O)Nc2ccccc2N1C(=O)CN1C(=O)C(=O)N(C)C1=O (centres undefined)	11	-3	1	8	x	0	1.6	-6
O=C(CSc1ncn[nH]1)Nc1nc2c(F)c(F)c(F)cc2s1	-2	-2	x	-1	0	0	-0.1	-29
COc1cc(OC)cc(-c2nn[nH]n2)c1	x	3	-3	x	8	-2	0.4	x
O=C(CCS(=O)(=O)c1ccc(F)cc1)Nc1nnc(-c2ccco2)o1	8	x	21	-2	x	x	x	-16
CSc1ccc(S(=O)(=O)N2CCC(C(=O)N3CCc4ccccc4C3)CC2)cc1	7	0	0	-7	2	3	x	1
Cn1c(N)c(C(=O)/C=C/c2ccccc2)c(=O)[nH]c1=O	1	x	x	3	x	x	u	-38
COc1ccc(CCCc2nnc(SCC(=O)Nc3cccc(C)c3)o2)cc1	1	0	-31	6	1	-1	x	-6
C=CC[C@@H](CC(=O)N[C@H](CO)Cc1ccccc1)C(=O)N[C@H](COC(=O)[C@H](CC=C)CC(=O)OC(C)(C)C)Cc1c[nH]c2ccccc12	x	-1	0	x	28	0	-0.2	x
Cn1cc(P(=O)(N2CCOCC2)N2CCOCC2)cc1P(=S)(N1CCOCC1)N1CCOCC1	-1	x	-1	5	x	x	1.0	-6
CCC(=O)N(C)C[C@@H]1Oc2ncc(Br)cc2C(=O)N([C@H](C)CO)C[C@H]1C	2&2&-1	-3&-6&-5	-4&-4	2&-1&-4	-4&2&-2	-1&-2&4	0.4	-4&13&9
Nc1c(C(=O)Nc2cccc(F)c2)nnn1-c1ccc2c(c1)OCCO2	-3	-2	-3	2	5	-3	0.0	2
CC(Oc1ccc(F)cc1)C(=O)Nc1sc2c(c1C(=O)NCc1cccnc1)CCCC2 (centres undefined)	x	1	1	x	8	-3	x	x
C[C@@H]1CCCCO[C@@H](CN(C)C(=O)c2ccccc2)[C@@H](C)CN([C@H](C)CO)C(=O)c2cc(NS(C)(=O)=O)ccc2O1	-2	0	-3	-1	2	-3	0.0	-14
CCCn1c(N2CCN(C(=O)N3CCCCC3)CC2)nc2ccccc21	x	-7	-1	x	-5	-1	x	x
COC(=O)c1c(C)[nH]c(C(=O)/C=C/c2ccccc2Cl)c1C	-4	x	0	-3	x	x	1.3	-5

Other compounds follow:
SMILES	Casp6 inh	RAD54 branch	ARNT TACC3 PPI	ERp5 block	esBAF inh	PglD DTNB	E-selectin induc	RAD52 anneal inh
N#CC1=C(N)Oc2cc(N)ccc2C1c1ccc(Cl)cc1 (centres undefined)	-1	4	-4	-4	-9	2	x	-53
O=C(c1ccc(F)cc1)C(CN1CCOCC1)c1ccccc1 (centres undefined)	0	0	-5	-3	-65	-3	x	-6
Cc1ccc(S(=O)(=O)N(C)CC(=O)Nc2nnc(CC(C)C)s2)cc1	12	8	8	4	x	-2	-4.2	-9
COc1ccc(S(=O)(=O)Nc2cccc3c2O[C@@H](CN(C)S(=O)(=O)c2cccs2)[C@H](C)CN([C@@H](C)CO)C3=O)cc1	-3	2	19	-10	-5	-2	-2.3	-18
FC(F)(F)C(Oc1nc(Nc2ccc(Cl)cc2)nc(N2CCOCC2)n1)C(F)(F)F	-3	13	-5	0	5	-5	x	-1
Cc1cc(C(=O)OC2CCOC2=O)c2ccccc2n1 (centres undefined)	x	-4	21	x	3	-2	x	x
Cc1cnc(C(=O)NC(Cc2ccccc2)c2ccccc2)cn1 (centres undefined)	-8	11	x	1	4	-6	x	-6
C[C@@H]1CCCCO[C@@H](CN(C)C(=O)CCC(F)(F)F)[C@@H](C)CN([C@@H](C)CO)C(=O)c2cc(N(C)C)ccc2O1	2	-12	2	-2	2	0	-0.1	-8
CN1C(=O)c2cc(NC(=O)C3CCCCC3)ccc2OC[C@@H]2O[C@H](CC(=O)NC3CCCC3)CC[C@H]21	x	-11	1	x	3	2	0.1	-5
O=C1/C(=C/c2cccs2)Cc2ccccc21	x	-9	2	x	17	3	x	x
O=C(Nc1cccc(Cl)c1)N1CCCCCC1	1	-2	4	4	28	-4	-0.1	-8
COc1ccccc1C(=O)N1CCN(S(=O)(=O)c2ccccc2)CC1	x	-4	18	x	-7	-1	x	x
O=S(=O)(Nc1cccc(Oc2ccc(Cl)cc2)n1)c1ccc(F)cc1	4	-2	-12	3	2	-7	x	-2
C[C@@H]1CN([C@H](C)CO)C(=O)c2ccccc2-c2ccccc2CO[C@H]1CN(C)S(=O)(=O)c1ccc(C#N)cc1	-1	-2	1	-2	-1	-3	-0.1	12

Screens (PubChem)
